Screening data deposited in PubChem BioAssay by NCI.
Growth percent in the NCI-60 one-dose screen (48 h, 10 µM unless noted): 100 = growth as untreated, 0 = no growth, -100 = all killed.
SNB-75: SNB-75 CNS cancer. hit rate 5% among 79,000
SW-620: SW-620 colon cancer. hit rate 5.2% among 82,000. AID 1794795
SNB-19: SNB-19 CNS cancer cells. hit rate 2.5% among 81,000. AID 1794751
KM12: KM12 colon cancer cells | hit rate 5% among 82,000 | AID 1794800
SF-268: SF-268 CNS cancer cells; hit rate 3.1% among 82,000
HT29: HT29 colon cancer; hit rate 7.4% among 81,000; AID 1794748
HCT-116: HCT-116 colon cancer. hit rate 7.3% among 82,000. AID 1794798
HCC-2998: HCC-2998 colon cancer; hit rate 4.7% among 79,000
HCT-15: HCT-15 colon cancer | hit rate 5.2% among 82,000
An asterisk follows results filed as active; & = joins results of further samples; [ ] = another dose, or the depositor's remark. How the source made its calls: active means growth percent below 10; inactive means the rest.

For COCCn1c2nc(=O)n(-c3ccccc3)c(=O)c-2nc2ccccc21 the results were SNB-75 80, SW-620 100, SNB-19 104, KM12 97, SF-268 96, HT29 112, HCT-116 90, HCC-2998 110 and HCT-15 89.
For c1ccc(OCc2nnc(-c3ccc(Oc4ccccc4)cc3)o2)cc1 the results were SNB-75 98, SW-620 103, SNB-19 103, KM12 94, SF-268 89, HT29 103, HCT-116 100, HCC-2998 114 and HCT-15 103.
`COC(=O)c1nc(N)nc(C(=O)OC)c1C(=O)/C=C/c1ccccc1` gave SNB-75 90, SW-620 113, SNB-19 101, KM12 98, SF-268 95, HT29 107, HCT-116 106, HCC-2998 106 and HCT-15 103.
`COc1ccc(-c2cc(-c3ccc(Nc4nc(Nc5ccc(Cl)cc5)nc(Nc5ccc(Cl)cc5)n4)cc3)no2)cc1` gave SNB-75 89, SW-620 89, SNB-19 107, KM12 82, SF-268 73, HT29 79, HCT-116 53, HCC-2998 11 and HCT-15 76.
Screening O=C(NCc1ccc(N2CCOCC2)cc1)c1ccc(CN2CCCC2)cc1 returned SNB-75 94, SW-620 101, SNB-19 102, KM12 104, SF-268 106, HT29 104, HCT-116 108, HCC-2998 105 and HCT-15 104.
Screening COc1ccc(N=Nc2c(N)nn3c(-c4ccc(OC)c(OC)c4)c4c(N)c5c(nc4nc23)CCCC5)cc1 returned SNB-75 79, SW-620 99, SNB-19 100, KM12 101, SF-268 103, HT29 109, HCT-116 103, HCC-2998 103 and HCT-15 99.
For CCCC(C)C(=O)OCCCc1ccccc1 (stereo not drawn) the results were SNB-75 98, SW-620 99, SNB-19 96, KM12 104, SF-268 100, HT29 92, HCT-116 95, HCC-2998 117 and HCT-15 95.
`CCO/C=N/C1=C(C#N)C(c2ccc(F)cc2)c2sc3c(F)cccc3c2O1` (stereo not drawn) gave SNB-75 13, SW-620 21, SNB-19 33, KM12 33, SF-268 50, HT29 57, HCT-116 39, HCC-2998 77 and HCT-15 26.
c1ccc(-c2cnnc3c4ccccc4nn23)cc1 was read as SNB-75 71, SW-620 106, SNB-19 100, KM12 107, SF-268 102, HT29 101, HCT-116 77, HCC-2998 100 and HCT-15 103.
Screening C=CC[n+]1c(/C=C2\Sc3ccccc3N2C)sc(-c2ccccc2)c1-c1ccccc1 returned SNB-75 12, SW-620 22, SNB-19 27, KM12 14, SF-268 33, HT29 6.3*, HCT-116 12, HCC-2998 29 and HCT-15 26.
Screening Cc1sc(NC(=O)c2ccco2)c(C(c2cccnc2)N2CCC(Cc3ccccc3)CC2)c1C (stereo not drawn) returned SNB-75 90, SW-620 100, SNB-19 92, KM12 61, SF-268 89, HT29 62, HCT-116 75, HCC-2998 101 and HCT-15 48.
CC1(C)O[C@@H]2CC3C4CCC5=CC(=O)CCC5(C)C4(F)C(O)CC3(C)[C@]2(C(=O)CCl)O1 (stereo partly drawn) was read as SNB-75 128, SW-620 105, SNB-19 103, KM12 107, SF-268 95, HT29 97, HCT-116 98, HCC-2998 98 and HCT-15 106.
`CC(=O)Nc1ccc(-n2cnc3cc(-c4ccc(O)cc4)ccc32)cc1` gave SNB-75 90, SW-620 117, SNB-19 97, KM12 25, SF-268 93, HT29 110, HCT-116 105, HCC-2998 125 and HCT-15 103.
OC(c1ccccc1)c1ccccc1CN1CCCNC1=S (stereo not drawn) was read as SW-620 110, SNB-19 99, KM12 123, SF-268 113, HT29 110, HCT-116 107, HCC-2998 107 and HCT-15 86.
For CC(C)C[C@H](C(=O)O)N1CC=CCN(OCc2ccccc2)S1(=O)=O the results were SNB-75 115, SW-620 112, SNB-19 101, KM12 103, SF-268 107, HT29 104, HCT-116 95, HCC-2998 110 and HCT-15 112.
COc1ccc2nc3ccccc3c(NCc3ccc(F)cc3)c2c1 was read as SNB-75 24, SW-620 15, SNB-19 18, KM12 29, SF-268 35, HT29 0.2*, HCT-116 8.9*, HCC-2998 -78* and HCT-15 4.1*.
Screening O=C1C=CC(=Nc2ccc(F)cc2)O1 returned SNB-75 84, SW-620 105, SNB-19 101, KM12 104, SF-268 102, HT29 99, HCT-116 95, HCC-2998 98 and HCT-15 100.
For Cc1ccc(C(=O)N2Cc3ccccc3CC2C(N)=O)c(C)c1 (stereo not drawn) the results were SNB-75 101[50 µM], SW-620 100[50 µM], SNB-19 102[50 µM], KM12 106[50 µM], SF-268 106[50 µM], HT29 99[50 µM], HCT-116 96[50 µM], HCC-2998 102[50 µM] and HCT-15 95[50 µM].
For COC(=O)CCC1=C(CC(=O)OC)c2ccccc2CC1 the results were SNB-75 104, SW-620 110, SNB-19 100, KM12 109, SF-268 109, HT29 108, HCT-116 97 and HCT-15 96.
For COC(=O)c1ccc(Cn2c(=O)sn(CCCl)c2=O)cc1 the results were SNB-75 92, SW-620 106, SNB-19 113, KM12 101, SF-268 102, HT29 88, HCT-116 85, HCC-2998 96 and HCT-15 97.

Overlap with the part before: two entries, followed by the next part.
For COC(=O)CCC1=C(CC(=O)OC)c2ccccc2CC1 the results were SNB-75 104, SW-620 110, SNB-19 100, KM12 109, SF-268 109, HT29 108, HCT-116 97 and HCT-15 96.
For COC(=O)c1ccc(Cn2c(=O)sn(CCCl)c2=O)cc1 the results were SNB-75 92, SW-620 106, SNB-19 113, KM12 101, SF-268 102, HT29 88, HCT-116 85, HCC-2998 96 and HCT-15 97.
For O=C(Nc1nc2ccc([N+](=O)[O-])cc2s1)Nc1ccc(Cl)cc1Cl the results were SNB-75 -24*, SW-620 76, SNB-19 47, KM12 60, SF-268 66, HT29 65, HCT-116 23, HCC-2998 69 and HCT-15 49.
Screening CCOC(=O)CC(=N)C(C#N)C(=O)OCC (stereo not drawn) returned SNB-75 85, SW-620 105, SNB-19 104, KM12 104, SF-268 100, HT29 95, HCT-116 99, HCC-2998 113 and HCT-15 102.
`COC(=O)C(C#N)(CCC(=O)c1ccccc1)CCC(=O)c1ccccc1` gave SNB-75 83, SW-620 98, SNB-19 107, KM12 113, SF-268 108, HT29 98, HCT-116 104, HCC-2998 102 and HCT-15 100.
For COc1cccc2cc(/C(C)=N/NC(=O)CC#N)oc12 the results were SNB-75 98, SW-620 105, SNB-19 90, KM12 99, SF-268 97, HT29 100, HCT-116 105 and HCT-15 92.
Screening Cc1nc(SCC(=O)Nc2nc(-c3ccc(Cl)cc3)cs2)n(Nc2ccccc2)c1C returned SNB-75 22, SW-620 73, SNB-19 60, KM12 57, SF-268 56, HT29 25, HCT-116 29, HCC-2998 70 and HCT-15 58.
Screening Cc1cc(F)ccc1C(=O)Nc1ccc(CN2CCc3nc4cc(O)c(O)cc4cc32)cc1 returned SNB-75 88, SW-620 106, SNB-19 94, KM12 101, SF-268 100, HT29 103, HCT-116 93, HCC-2998 91 and HCT-15 99.
Cc1ccc(NC(=O)CNC(=O)CN2C(=O)c3ccccc3C2=O)cc1 was read as SNB-75 74&86, SW-620 98&105, SNB-19 96&110, KM12 100&101, SF-268 97&103, HT29 103&103, HCT-116 101&100, HCC-2998 105&104 and HCT-15 103&98.
`COc1ccc(-c2cc(Cc3cccs3)c(=O)n(Cn3cnc4nc[nH]c4c3=O)n2)cc1` gave SNB-75 90, SW-620 115, SNB-19 96, KM12 106, SF-268 103, HCT-116 101, HCC-2998 104 and HCT-15 95.
`Cc1ccc(C(=O)COc2cccc(/C=C3\Oc4ccccc4C3=O)c2)cc1` gave SNB-75 104, SW-620 123, SNB-19 99, KM12 100, SF-268 120, HT29 114, HCT-116 94, HCC-2998 108 and HCT-15 105.
`Cn1c(S)c(N=Nc2ccccc2)sc1=O` gave SW-620 89, SNB-19 90, KM12 96, SF-268 89, HT29 103, HCT-116 77, HCC-2998 96 and HCT-15 85.
For OCC1OC(n2cnc3c(N4CCCCC4)ncnc32)C(O)C1O (stereo not drawn) the results were SNB-75 83, SW-620 99, SNB-19 98, KM12 99, SF-268 94, HCT-116 110, HCC-2998 103 and HCT-15 109.
Cc1cc(C(C#N)c2ccc(Cl)cc2)c(Cl)cc1NC(=O)c1cc(I)cc(I)c1O (stereo not drawn) was read as SNB-75 112, SW-620 43, SNB-19 39, KM12 34, SF-268 34, HT29 58, HCT-116 7.4*, HCC-2998 17 and HCT-15 29.
For COc1ccc(CCC2CCCC2C2CC2)cc1 (stereo not drawn) the results were SNB-75 82, SW-620 96, SNB-19 99, KM12 104, SF-268 101, HT29 104, HCT-116 102, HCC-2998 104 and HCT-15 105.
For CC[N+](C)(CC)CCOc1ccc(OCC[N+](C)(CC)CC)c2c1C(=O)c1ccccc1C2=O the results were SNB-75 95, SW-620 100, SNB-19 96, KM12 101, SF-268 103, HT29 98, HCT-116 91, HCC-2998 101 and HCT-15 105.
For N#C/C(=C\c1ccc(-c2ccc(Br)cc2)o1)c1nc(-c2cccs2)cs1 the results were SNB-75 97, SW-620 100, SNB-19 95, KM12 96, SF-268 102, HT29 105, HCT-116 91, HCC-2998 92 and HCT-15 99.
CC(=O)N1N/C(=C2/C(C)=NC(=S)NC2c2ccccc2)CC1c1ccc(N(C)C)cc1 (stereo not drawn) was read as SNB-75 68, SW-620 95, SNB-19 92, KM12 100, SF-268 101, HT29 108, HCT-116 97, HCC-2998 104 and HCT-15 101.
O=C(Nc1ncc(Cc2ccccc2Cl)s1)C1=NCCCCN1 was read as SNB-75 95, SW-620 95, SNB-19 107, KM12 101, SF-268 99, HT29 103, HCT-116 97, HCC-2998 107 and HCT-15 94.
`Cc1nn(-c2ccccc2)c(Oc2c(Cl)cccc2Cl)c1/C=N/NC(=O)Cn1c(=O)sc2ccccc21` gave SNB-75 77, SW-620 88, SNB-19 82, KM12 83, SF-268 80, HT29 66, HCT-116 79, HCC-2998 110 and HCT-15 67.
Screening COc1ccc2[nH]c(O)c(/C=c3/ccc4c(c3)N=C(c3cccs3)N=4)c2c1 returned SNB-75 84, SW-620 91, SNB-19 92, KM12 58, HT29 77, HCT-116 55, HCC-2998 106 and HCT-15 58.

Fetched by compound from the entries so far (6):
For N#C/C(=C\c1ccc(-c2ccc(Br)cc2)o1)c1nc(-c2cccs2)cs1 the results were SNB-75 97, SW-620 100, SNB-19 95, KM12 96, SF-268 102, HT29 105, HCT-116 91, HCC-2998 92 and HCT-15 99.
For COC(=O)CCC1=C(CC(=O)OC)c2ccccc2CC1 the results were SNB-75 104, SW-620 110, SNB-19 100, KM12 109, SF-268 109, HT29 108, HCT-116 97 and HCT-15 96.
For COc1cccc2cc(/C(C)=N/NC(=O)CC#N)oc12 the results were SNB-75 98, SW-620 105, SNB-19 90, KM12 99, SF-268 97, HT29 100, HCT-116 105 and HCT-15 92.
COc1ccc2nc3ccccc3c(NCc3ccc(F)cc3)c2c1 was read as SNB-75 24, SW-620 15, SNB-19 18, KM12 29, SF-268 35, HT29 0.2*, HCT-116 8.9*, HCC-2998 -78* and HCT-15 4.1*.
Screening O=C(NCc1ccc(N2CCOCC2)cc1)c1ccc(CN2CCCC2)cc1 returned SNB-75 94, SW-620 101, SNB-19 102, KM12 104, SF-268 106, HT29 104, HCT-116 108, HCC-2998 105 and HCT-15 104.
For Cc1ccc(C(=O)N2Cc3ccccc3CC2C(N)=O)c(C)c1 (stereo not drawn) the results were SNB-75 101[50 µM], SW-620 100[50 µM], SNB-19 102[50 µM], KM12 106[50 µM], SF-268 106[50 µM], HT29 99[50 µM], HCT-116 96[50 µM], HCC-2998 102[50 µM] and HCT-15 95[50 µM].
